Nrf2 inh = inhibitors of Nrf2 signaling; A549 ARE-Fluc reporter, luciferase luminescence, 18-24 h; Potency, µM (highest dose often 46 µM), inactives show at the top dose activity change, negative = inhibition, most hits filed as inhibitors; hit rate 2.1% among 360,000; further: on the % scale 0 is the no-effect control and ±100 the full control effect; nearly all actives have a fitted effect of over 60% in size
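Nrf2 activity is the BugLite luminescence, read 15 min after reagent at room temperature, following CellTiter-Fluor cytotoxicity readout (30 min, 37C). Compound titrations were applied for 18-24 h to 5000 A549 ARE_Fluc cells/well in 5% FBS OPTI-MEM.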
TGFb inhibitor = TGF-b pathway inhibition. HepG2 CAGA-GFP TGF-b/SMAD3 reporter, GFP fluorescence, 18 h; TGF-beta stimulated, 500 pg/mL final. Potency, µM (top dose mostly 46.1 µM), without a hit: top-dose activity, negative = inhibition, hits mostly inhibitors. hit rate 1.2% among 410,000. AID 588855; further: on the % scale 0 is the no-effect control and ±100 the full control effect; nearly all actives have a fitted effect of over 65% in size
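Read-out: total well GFP (ex488/em500-530) summed from mean per-cell fluorescence. Cells: HEPG2 CAGA-GFP, 1% FBS DMEM, 18 h at 37 degrees C with 500 pg/mL final TGF-beta. Unstimulated wells served as the full-inhibition control; stimulated DMSO wells = 0%.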
Nrf2 activator = activators of Nrf2 (ARE) signaling. hit rate 0.31% among 410,000. Potency, µM (top dose mostly 46.1 µM), for inactives: at the highest dose activation, actives largely listed as activators. AREc32 ARE-luciferase reporter (MCF7-derived line), luminescence, 24 h; further: % of control where 0% means no effect; nearly all actives have a fitted effect of over 65% in size
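Luciferase luminescence (Steady-Glo, 30 min at room temperature) served as the read-out of ARE activation in AREc32 cells treated with compounds for 24 hr at 37 deg C.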
MCF10A rerep = DNA re-replication induction in MCF 10a cells; AID 624296; Potency, µM (titrated, usually from 46.1 µM), inactives show top-dose activity, positive = re-replication, actives largely listed as activators; hit rate 2.9% among 350,000; MCF 10A DNA re-replication, Hoechst nuclear intensity, 48 h; further: % of control where 0% means no effect; nearly all actives have a fitted effect of over 50% in size
A549 viability = kills or reduces viability of A549 cells in Nrf2 counter-screen | A549 ARE-Fluc cells, CellTiter-Fluor viability, 18-24 h | AID 504648 | Potency, µM (top dose mostly 46 µM), for the others: at the highest dose activity change, negative = cytotoxicity, actives largely listed as inhibitors | hit rate 0.16% among 390,000; further: on the % scale 0 is the no-effect control and ±100 the full control effect
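A549 ARE-Fluc cells in 5% FBS OPTI-MEM, 5000 cells/well, rested 2 h then exposed to compounds in concentration-response for 18-24 h at 37 °C. Viability by CellTiter-Fluor fluorescence (Ex 405/Em 525) after 30 min; luciferase luminescence (BugLite, 15 min, RT) read afterwards.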
S2 tox = viability counter-screen for ATXN expression inhibitors. Potency, µM (doses to about 56.7 µM), most hits filed as cytotoxic. AID 651635. S2 cells (HEK-293 line with an ATXN2-luciferase reporter) viability, CellTiter-Fluor protease fluorescence, 24 h. hit rate 0.49% among 400,000; further: nearly all actives have a fitted effect of over 40% in size
EPAC2 antagonist = EPAC2 (human) antagonism | hit rate 0.18% among 360,000 | EPAC2 GEF exchange of Rap1B-BODIPY-GDP, fluorescence | Potency, µM (doses to about 114 µM), for inactives: at the top dose activity, negative = inhibition, hits mostly inhibitors; further: on the % scale 0 is the no-effect control and ±100 the full control effect; nearly all actives have a fitted effect of over 45% in size; many of its hits are not listed in these tables
Target sequence (Q8WZA2 whole entry, looked up): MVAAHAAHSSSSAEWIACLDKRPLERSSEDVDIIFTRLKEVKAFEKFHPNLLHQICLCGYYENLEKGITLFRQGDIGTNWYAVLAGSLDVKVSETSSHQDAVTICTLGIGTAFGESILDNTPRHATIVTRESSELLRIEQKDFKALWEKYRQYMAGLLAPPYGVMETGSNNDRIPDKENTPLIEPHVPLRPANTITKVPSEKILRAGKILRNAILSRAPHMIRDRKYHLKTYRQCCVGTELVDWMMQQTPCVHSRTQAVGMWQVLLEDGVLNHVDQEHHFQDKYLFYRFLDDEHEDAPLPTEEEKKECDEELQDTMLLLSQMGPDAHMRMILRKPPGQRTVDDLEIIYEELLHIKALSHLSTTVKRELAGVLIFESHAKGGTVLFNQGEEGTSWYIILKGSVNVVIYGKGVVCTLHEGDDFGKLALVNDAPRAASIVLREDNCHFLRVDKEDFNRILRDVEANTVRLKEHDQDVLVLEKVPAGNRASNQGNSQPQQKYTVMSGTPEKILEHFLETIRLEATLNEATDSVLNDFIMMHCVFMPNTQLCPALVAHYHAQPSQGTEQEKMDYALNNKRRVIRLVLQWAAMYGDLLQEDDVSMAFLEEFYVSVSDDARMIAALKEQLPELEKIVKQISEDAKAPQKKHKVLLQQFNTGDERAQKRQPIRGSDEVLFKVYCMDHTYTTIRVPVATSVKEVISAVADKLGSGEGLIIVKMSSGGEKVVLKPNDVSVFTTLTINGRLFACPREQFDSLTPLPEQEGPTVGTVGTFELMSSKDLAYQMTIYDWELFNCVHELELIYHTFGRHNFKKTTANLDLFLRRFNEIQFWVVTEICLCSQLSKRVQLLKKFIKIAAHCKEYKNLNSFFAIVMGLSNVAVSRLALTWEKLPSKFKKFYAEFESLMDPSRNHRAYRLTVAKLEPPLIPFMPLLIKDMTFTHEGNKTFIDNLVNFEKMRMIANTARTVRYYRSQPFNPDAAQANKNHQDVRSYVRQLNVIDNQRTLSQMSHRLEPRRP
HepG2 viability = kills HepG2 cells in TGF-b inhibitor counter-screen; AID 588856; hit rate 0.76% among 410,000; Potency, µM (top dose mostly 46.1 µM), for the others: at the highest dose activity change, negative = cytotoxicity, hits mostly cytotoxic; HepG2 CAGA-GFP viability, ATP luminescence, 18 h; further: some results filed as inactive show a strong effect at the top dose
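HepG2 CAGA-GFP cells (1000/well, DMEM with 1% FBS) received compound, then TGF-beta at 500 pg/mL final, and were incubated 18 hours at 37 degrees C. Viability was read by CellTiter-Glo luminescence. Media-only wells were set as complete cell-killing and DMSO as no toxicity.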
ATXN2 expr inh = ATXN2 expression inhibition; HEK-293 ATXN2-luciferase reporter, luminescence, 24 h; Potency, µM (highest dose often 57 µM), for inactives: at the top dose activity change, negative = inhibition, actives largely listed as inhibitors; hit rate 0.72% among 360,000; further: on the % scale 0 is the no-effect control and ±100 the full control effect; nearly all actives have a fitted effect of over 55% in size
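qHTS (up to 57 uM final) was run with 24 h compound exposure of reporter cells at 37 °C. Each well was multiplexed: SteadyGlo luminescence measured ATXN2-luciferase expression after a fluorogenic Gly-Phe-AFC viability readout (25 uM final).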
* marks the source's active call; other numbers are inactive results; i = inactive; ? = inconclusive; . = not tested or not shown; & = joins results of further samples; [ ] = remark or other dose. The call rests on the fitted dose curve; in most records, active means well fitted curve in the direction sought with a large enough effect; inconclusive means small, poorly fitted or top-dose-only effect, or another doubt; inactive means no such curve, though single readings can be large; an effect the other way counts as inactive or inconclusive. Potency means the concentration at half of the fitted maximal effect. Only part of the results is shown; count on the stated rates, not on these rows.

SMILES	HepG2 viability	Nrf2 inh	MCF10A rerep	EPAC2 antagonist	Nrf2 activator	ATXN2 expr inh	A549 viability	TGFb inhibitor	S2 tox
COC(=O)N/N=C/c1cccc(OCCSc2ccc(Cl)cc2)c1	2%	?	?	-3%	6.8%	-26%	-1%	?	i
O=c1[nH]c2ccc(S(=O)(=O)N3CCN(Cc4ccccc4)CC3)cc2[nH]c1=O	0%	13%	8%	7%	-0.8%	5%	-10%	11%	i
O=c1[nH]c2cccnc2c2ccsc12	-3%	?	-44%[inhibitor]	7%	7.2%	56%[activator]	-1%	0%	i
O=C(CNS(=O)(=O)c1ccccc1)NCc1ccco1	10%	6%	1%	-1%	-0.1%	7%	-3%	3%	i
CCOC(=O)CC(=O)N/N=C/c1c(N)n(C)c(=O)n(C)c1=O	-6%	0%	-3%	0%	-0.3%	6%	2%	3%	i
COc1ccc(C(=O)COC(=O)c2ccc(N(C)C)cc2)cc1	-5%	3%	-15%	3%	0.4%	-21%[2.22 µM]	2%	1%	i
O=C(CSC(=S)N1CCCC1)c1cc(Br)cc(Br)c1O	-22%	-13%	19%	2%	6.4%	?	-5%	?	i
COc1ccc(N2CCN(Cc3ccc(Br)s3)CC2)cc1	-2%	-20%	?	0%	-0.5%	-23%	6%	?	i
Cc1cc(C)c(C)c(S(=O)(=O)N2C(=S)NC(=O)C2C(C)C)c1C (centres undefined)	5%	.	2%	-2%	-0.4%	5%	6%	-6%	i
Cc1ccc(S(=O)(=O)CCC(=O)OCC(=O)Nc2ncc(Cl)cc2Cl)cc1	-7%	4%	9%	8%	-0.5%	-9%	0%	?	i
CCCC(C(=O)NC(C)(C)C)N(Cc1ccc(F)cc1)C(=O)c1snc(C(N)=O)c1N (centres undefined)	-17%	2%	4%	-19%	0.3%	.	-6%	-15%	i
O=C(NC(=S)NC1CCCC1)c1ccccc1	-9%	?	8%	-4%	0.4%	78%[activator]	0%	3%	i
COc1ccccc1NC(=O)CSc1nc2c(oc3ccccc32)c(=O)n1Cc1ccco1	-22%	-17%	.	.	-0.9%	-1%	-12%	-8%	?
CC(=O)c1c(C)[nH]c(C(=O)OCc2ccccc2)c1C	-21%	?	14%	-26%	16%	49%[activator]	4%	-25%	i
Cc1ccc(SCC(=O)NC(=O)NCc2ccccc2)c(C)c1	6%	?	0%	-2%	2.6%	0%	10%	14%	i
CNc1c([N+](=O)[O-])cnn1-c1ccc(Cl)cc1	-2%	-13%	3%	12%	-0.7%	1%	-5%	?	i
CCn1c(CNc2ccc(OC)cc2)nnc1SCC(=O)Nc1ccc(F)cc1	-12%	6%	-2%	-3%	0.5%	7%	-15%	-11%	i
COc1cc(OC)cc(C(=O)NNC(=O)c2nn(C)c(=O)c3ccccc23)c1	2%	-9%	-2%	12%	1.6%	-2%	-4%	4%	i
CCn1nc(NC(=O)C(C)(C)C)c2cc3cccc(C)c3nc21	-9%	-20%	6.5µM*	-2%	-1.1%	-15%	24%	-9%	.
CCOC(=O)C1=C(COC(=O)c2cccnc2SC)NC(=O)NC1C (centres undefined)	-3%	2%	-2%	-2%	-0.7%	-18%	-3%	0%	?
O=C(COc1nsnc1N1CCOCC1)Nc1ccc(Br)cc1	-25%	?	21%	-3%	-0.1%	-5%	-4%	-16%	i
COC(CNC(=O)c1cc(C(=O)c2c(-c3c(Cl)cccc3Cl)noc2C)c[nH]1)OC	15%	-7%	-1%	0%	-0.5%	-4%	2%	26%	i
COc1cc(NC(=O)CCc2c(C)nn(-c3ccc4nnc(C)n4n3)c2C)cc(OC)c1OC	-12%	.	.	.	-0.9%	.	13%	1%	.
Cc1cccc(N2C(=O)CC(N3CCN(Cc4ccc5c(c4)OCO5)CC3)C2=O)c1 (centres undefined)	-14%	-6%	-16%	-6%	-0.7%	-7%	9%	-19%	i
CCOC(=O)COc1nc(-c2ccc(C)cc2)cc(-c2ccco2)c1C#N	4%	8%	8%	-5%	5.1%	.	-4%	-7%	i
CC(=O)Nc1ccc(CN2CCC(n3nccc3NC(=O)CCc3ccccc3)CC2)cc1	4%	19%	3%	1%	-0.1%	27%	-3%	1%	i
Cc1ccccc1CNC(=O)c1cccc(NC(=O)c2nsc3ccccc23)c1	-21%	.	.	.	5.0%	13%	1%	-11%	?
CC(C)(Oc1ccc(Cl)cc1)C(=O)NC1CCSC1=O (centres undefined)	-12%	.	-20%	-3%	-1.2%	-14%	17%	23%	i
Cc1ccc(CNS(=O)(=O)NCc2ccccc2)cc1	-4%	4%	1%	17%	-0.1%	0%	3%	7%	i
CC(C)(C)C1CCC(C(=O)Nc2ccccc2N2CCOCC2)CC1 (centres undefined)	-11%	11%	?	-8%	0.3%	-3%	6%	0%	i
c1ccc2c(c1)C(=NCC1CCCO1)NC2=NCC1CCCO1 (centres undefined)	-6%	-24%	?	-2%	-0.5%	3%	2%	-10%	i
CC(=O)c1ccc(OCC(=O)Nc2c(C)nn(-c3ccccc3)c2C)cc1	-85%	-1%	1%	21%	-0.4%	3%	4%	-22%	i
COc1ccc(C(=O)OCC(=O)c2ccc[nH]2)cc1	-2%	26%	-1%	-1%	3.8%	71%[activator]	12%	0%	i
CC(Oc1ccccc1F)C(=O)NNC(=O)c1cccc(S(=O)(=O)N2CCN(C)CC2)c1 (centres undefined)	1%	-5%	10%	-1%	0.7%	.	1%	-1%	i
COc1ccc(CCCC(=O)NCCc2ccccc2)cc1	-10%	?	7%	-4%	-0.3%	4%	-2%	-11%	i
O=C(OCCOc1ccccc1Cl)c1ccc(-n2cnnn2)cc1	-7%	22%	0%	3%	5.1%	0%	.	5%	i
Cc1oc2ccccc2c1CC(=O)NCCCN(C)C	-14%	4%	4%	1%	0.4%	.	1%	-19%	i
COC(=O)C1=CN(CCCN2CCCC2=O)C=C(C(=O)OC)C1c1cccs1	-11%	-1%	-2%	-3%	-0.3%	4%	.	-8%	i
O=C(NCCC1=CCCCC1)C(=O)NCCc1ccc(Cl)cc1	21%	-1%	-2%	3%	0.1%	-8%	0%	?	i
O=C(c1ccc(C#Cc2ccccc2)o1)N1CCN(c2ccccn2)CC1	-28%	18µM*	-5%	-12%	-0.5%	?	?	?	?
CCOC(=O)c1cnc2c(ccc3ccccc32)c1Nc1ccc(OC)cc1OC	3%	3%	.	.	-0.3%	10%	-13%	9%	i
C/C(=N\Nc1cccc(C(=O)O)c1)c1cc2ccccc2o1	-7%	27%	1%	-2%	0.3%	14%	-8%	4%	i
Cc1ccc(C2(C)NC(=O)N(CC(=O)NC(=O)NCCC(C)C)C2=O)cc1 (centres undefined)	-24%	?	-5%	-15%	0.4%	1%	-9%	-23%	i
Cc1cc(C)cc(NC(=O)C2CCCN2C(=O)NC2CCCCC2)c1 (centres undefined)	-10%	-2%	19%	17%	0.2%	.	0%	-16%	i
CC(CC(=O)Nc1ccccc1)NCCCN1CCCC1=O (centres undefined)	8%	-6%	-28%	11%	-0.1%	3%	1%	18%	i
COc1cc(C(=O)NC2(C(F)(F)F)C(=O)NC(C)=C2C#N)cc(OC)c1OC (centres undefined)	-21%	.	.	.	-0.4%	4%	0%	-6%	i
CC(C)NC(=O)N(C)C[C@H]1Oc2ccc(NC(=O)NC3CCCCC3)cc2C(=O)N([C@H](C)CO)C[C@@H]1C	-3%	-15%	-20%	-4%	2.5%	8%	5%	3%	i
O=Cc1ccc(OCC(=O)NC(=O)NC2CCCCC2)cc1	-16%	-18%	0%	3%	-0.5%	-2%	-18%	-1%	i
COC(=O)COc1ccc2c(=O)c(-c3ccccc3)coc2c1	-5%	?	10%	-3%	-0.2%	15%	-7%	-23%	i
COc1ccc(NC(=O)CSc2nnc(C3CC3)n2N)cc1	-15%	0%	0%	9%	-0.2%	3%	-6%	-18%	?
NS(=O)(=O)c1cccc(NC(=O)CC23CC4CC(C2)CC(CC(=O)Nc2cccc(S(N)(=O)=O)c2)(C4)C3)c1	-4%	9%	95%	-10%	2.4%	.	0%	-7%	i
Cc1onc(-c2c(Cl)cccc2Cl)c1C(=O)OCC(=O)c1ccccc1	-52%	-25%	17%	-12%	-0.3%	-20%	13%	-14%	?
Cn1c(SCc2ccc([N+](=O)[O-])cc2)nnc1-c1ccncc1	-26%	3%	-6%	20%	-0.2%	-8%	1%	-1%	i
COC(=O)c1sc(S(=O)(=O)N2CCN(CCO)CC2)c(C(=O)OC)c1C	-2%	-11%	5%	15%	-0.5%	8%	-14%	6%	i
CCOC(=O)CCC(=O)Nc1ccc([N+](=O)[O-])cc1C	1%	23%	0%	1%	-0.1%	24%	-6%	-1%	i
O=C1CSC(=S)N1	-34%	1%	30%	-12%	-1.0%	10%	-1%	0%	i
Cc1cc2[nH]c(=O)c(=O)[nH]c2cc1S(=O)(=O)N1CCN(c2ccccc2)CC1	2%&-1%	?	-1%	6%	0.2%&2.7%	-3%&13%	10%&0%	2%&-19%	i

From PubChem BioAssay
